From PubChem
CRFR2-BP antag: antagonists of CRF-binding protein/CRF-R2 receptor complex. HEK293 CRF-R2/CRF-BP, CRF-induced calcium fluorescence. inhibition, % at 11.8 µM. hit rate 0.59% among 350,000. AID 588475;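 active = inhibition of the ligand-induced calcium signal above about 50% at the single tested concentration, limit read from the data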
MEKK2mut PB1 HTS: signal of MEK5 binding to mutant human MEKK2 PB1 domain; bead flow cytometry, Alexa488-MEK5 binding to MEKK2 mutant; percent response, % at 10 µM; hit rate 0.35% among 290,000; in the data active = percent response above about 24%, passing the limit was not always enough; note: inactives centre near 1; some results filed as inactive read as strong as hits
NS3 helicase inh: inhibitors of Hepatitis C virus NS3 helicase; inhibition, % at 10.9 µM; hit rate 0.56% among 290,000; NS3 helicase DNA unwinding, Cy5 molecular beacon fluorescence; AID 1800;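 active = inhibition above the mean of all tested compounds plus 3 SD, set per campaign, cut at about 35% in these data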;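 note: 0% = DMSO wells and 100% = thioflavine S control wells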
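assay system = NS3 helicase fragment of HCV | buffer or medium = MOPS pH 6.5, MgCl2, DTT, Tween20, BSA | timing = 60 min unwinding reaction at 25 °C after ATP addition | signal = Cy5 beacon fluorescence read at start and 1 h | read-out basis = % inhibition of unwinding | control set = low DMSO, high thioflavine S at 110 µM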
FID counter: displaces DNA intercalator in HCV helicase counter-screen; DNA fluorescent intercalator displacement, fluorescence; inhibition, % at 7.9 µM; hit rate 0.17% among 290,000; in the data active = inhibition above about 37%;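 note: 0% = vehicle and 100% = reference compound; higher means more ethidium bromide displaced from hairpin DNA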
CRFBP-R2 agonist: CRF-BP/CRF-R2 complex agonism | HEK293 CRF-R2/CRF-BP, calcium dye fluorescence (FLIPR); percent of saturating CRF peptide response | activation, % at 13.2 µM | hit rate 0.46% among 350,000 | AID 588473;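 active = activation of at least 50%, plus an integration ratio under a set limit after plate pattern correction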;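 note: plate controls were neutral control wells without compound for no effect and CRF at EC100 for full effect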
SUMO HTRF inh: SUMOylation inhibition | HTRF SUMOylation assay, SAE1/SAE2 + UBC9, in vitro | P63279 | AID 2006 | hit rate 0.36% among 290,000 | inhibition, % at 35 µM; in the data active = inhibition above about 50%, passing the limit was not always enough; note: strong numbers were not always called active
Target sequence (P63279 whole entry, looked up): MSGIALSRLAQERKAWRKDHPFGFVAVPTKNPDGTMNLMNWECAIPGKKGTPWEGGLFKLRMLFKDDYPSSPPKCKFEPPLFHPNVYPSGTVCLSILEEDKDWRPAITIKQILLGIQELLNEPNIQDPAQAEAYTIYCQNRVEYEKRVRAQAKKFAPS
MEKK2wt PB1 HTS: raises or lowers MEK5 binding to wildtype human MEKK2 PB1 domain; Q9Y2U5; bead flow cytometry, Alexa488-MEK5 binding to MEKK2 WT; actives lie on both sides; binding response (% of control), % at 10 µM; hit rate 1.1% among 290,000; in the data active = binding response below about 67% or above about 130%
GalR3 antagonist: blocks the human galanin receptor 3; inhibition, % at 3 µM; HEK293 GalR3-CNG cAMP membrane potential fluorescence; galR3 body fused to GalR1 C-terminus; hit rate 0.44% among 360,000; AID 651719; O60755;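 active = inhibition above the screen-wide average plus 3 SD, cut at about 13% in these data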;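 note: forskolin and galanin both at EC90 stimulate the cells; cAMP rise reported by CNG channel membrane potential dye signal; 0% = forskolin plus galanin with DMSO and 100% = forskolin alone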
MEKK3 PB1 HTS: modulators (inhibitors or enhancers) of MEK5 binding to human MEKK3 PB1 domain. hit rate 1.4% among 290,000. AID 1529. Q99759. bead-based flow cytometry, Alexa488-MEK5 binding to MEKK3; actives lie on both sides; 0 = blocked by unlabeled MEK5, 100 = vehicle. binding response (% of control), % at 10 µM;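 active = binding response more than 3 SD above or below the average of its plate-row segment, actives on both sides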;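 note: Alexa488 bead fluorescence after subtracting the streptavidin-only scavenger bead signal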
Target sequence (Q99759 whole entry, looked up, the tested form may be a part): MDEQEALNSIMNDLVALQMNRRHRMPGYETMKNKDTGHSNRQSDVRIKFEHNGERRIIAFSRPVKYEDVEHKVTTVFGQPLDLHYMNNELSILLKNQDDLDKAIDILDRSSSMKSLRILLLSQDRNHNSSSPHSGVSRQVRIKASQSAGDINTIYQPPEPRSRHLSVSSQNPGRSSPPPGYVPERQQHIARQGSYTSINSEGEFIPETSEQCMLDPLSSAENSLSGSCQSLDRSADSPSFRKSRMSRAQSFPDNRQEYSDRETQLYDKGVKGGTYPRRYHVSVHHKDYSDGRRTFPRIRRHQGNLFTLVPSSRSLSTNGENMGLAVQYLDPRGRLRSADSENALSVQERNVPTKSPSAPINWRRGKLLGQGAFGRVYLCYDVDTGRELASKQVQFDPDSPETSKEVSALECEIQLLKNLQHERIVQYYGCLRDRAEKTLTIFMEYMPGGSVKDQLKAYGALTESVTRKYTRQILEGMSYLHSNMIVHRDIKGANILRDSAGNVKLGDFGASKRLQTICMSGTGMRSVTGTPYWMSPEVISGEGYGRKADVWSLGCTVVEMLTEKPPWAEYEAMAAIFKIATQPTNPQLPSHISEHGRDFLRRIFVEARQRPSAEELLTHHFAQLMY
The depositor's hits bear a star; x = no result given; [ ] = remark or other dose. An excerpt (hit frequency here may not be typical).

Molecule | CRFR2-BP antag | MEKK2mut PB1 HTS | NS3 helicase inh | FID counter | CRFBP-R2 agonist | SUMO HTRF inh | MEKK2wt PB1 HTS | GalR3 antagonist | MEKK3 PB1 HTS
O=C(c1cnsn1)N1CCC(CO)(Cc2ccc(Cl)cc2)CC1 | 16 | -8 | -7 | -17 | -4.0 | 3 | 98 | -4 | 94
COc1ccc(-c2cc(C(=O)N3CCCCC3)no2)cc1OC | -12 | 4 | -1 | -25 | -1.6 | 24 | 101 | -6 | 104
COc1cccc(Oc2ccc(C(F)(F)F)cc2NC(=O)CCc2nc3ccccc3c(=O)[nH]2)c1 | -14 | 6 | -14 | -26 | 0.1 | -6 | 99 | -2 | 101
OCCOCCn1c2ccccc2c2ccccc21 | 11 | 0 | -8 | -6 | -0.1 | 21 | 99 | -3 | 94
CCOC(=O)c1[nH]c2ccc(OC)cc2c1NC(=O)CCN1CCC(C)CC1 | -30 | 9 | -3 | 10 | 0.7 | 18 | 107 | -1 | 104
O=C(Nc1ccc(S(=O)(=O)Nc2nccs2)cc1)C1=NN(c2ccccc2)C(=O)CC1 | 3 | 7 | 33 | -19 | -0.1 | 5 | 102 | 0 | 99
COc1ccccc1NC(=O)c1ccc(NC(=O)CNC(=O)c2ccc(OC)c(OC)c2)cc1 | 0 | -4 | 2 | -25 | -0.9 | -3 | 97 | -7 | 101
CCN1CCN(c2cc(C)c3cc(NC(=S)NCc4cccs4)ccc3n2)CC1 | 3 | 4 | -62 | 32 | -1.8 | 15 | 133 | -5 | 89
Cc1ccc2c(=O)[nH]c(Nc3nc(C)cc(-c4ccccc4)n3)nc2c1 | 4 | -10 | -13 | -4 | -6.5 | -5 | 97 | 4 | 98
Cc1nc2ccccc2n1CC(=O)N1CC(=O)Nc2ccccc21 | 8 | 3 | -1 | -1 | 2.5 | 12 | 101 | -1 | 101
COc1ccc(CNS(=O)(=O)NCc2ccccc2)cc1OC | -285 | 4 | -6 | -6 | 274* | 8 | 106 | -3 | 110
CCCCC1=CC2=C(c3ccco3)C(=O)C(C)(OC(=O)c3ccc(OC)cc3)C(=O)C2=CN1CC1CC1 (stereo unspecified) | -7 | 3 | x | x | 16 | -4 | 89 | 2 | 95
CCOC(=O)c1c(C)[nH]c(C(=O)COC(=O)c2ccc(F)c(S(=O)(=O)N3CCOCC3)c2)c1C | -8 | 5 | 9 | -1 | 0.2 | -18 | 103 | 4 | 104
O=C(Nc1cccnc1)c1ccc(CN2CCc3ccccc3C2)cc1 | 9 | 2 | -4 | -1 | 1.4 | 10 | 103 | 0 | 102
Cc1ccc(S(=O)(=O)C2(C(=O)NC3CCCCC3C)CC2)cc1 (stereo unspecified) | 6 | -2 | 1 | -27 | -2.2 | 11 | 99 | -3 | 110
Cc1ccc(NC(=O)CCN2CCN(C)CC2)cc1 | 0 | 6 | 2 | -1 | -0.5 | 20 | 111 | -12 | 104
O=C(O)c1cc([N+](=O)[O-])c(NCCC2=CCCCC2)c([N+](=O)[O-])c1 | 4 | 3 | 24 | -7 | -0.5 | 21 | 99 | -8 | 105
CCOc1c2ccc(C(=O)NCc3ccc(OC(F)(F)F)cc3)cc2nn1CC | -4 | 0 | -3 | -21 | 0.4 | 20 | 104 | -3 | 104
Cn1nc(C(F)(F)F)c(C(=O)Nc2ccc(F)cc2F)c1Sc1cccc(C(F)(F)F)c1 | -23 | -5 | -4 | -8 | -0.4 | -2 | 89 | -8 | 90
Clc1ccc(CO/N=C2\CCCc3nonc32)c(Cl)c1 | 15 | -1 | 19 | 1 | 0.1 | -4 | 98 | 0 | 102
Cc1ccc(-n2c(C)cc(/C=N\NC(=O)CC(=O)NC(C)C)c2C)cc1 | -8 | 0 | -14 | -8 | -0.4 | 24 | 107 | -1 | 98
COc1ccccc1C1C(C(N)=O)=C(C)Nc2ncnn21 (stereo unspecified) | 22 | -3 | 18 | 0 | 1.6 | 9 | 88 | -1 | 94
O=C1NCCC/C1=N/Nc1ccc(F)cc1 | 13 | -2 | -1 | 6 | -0.2 | 14 | 96 | -8 | 101
COc1ccc(NS(=O)(=O)c2cccc(C(=O)N3CCN(Cc4cc(OC)ccc4OC)CC3)c2)cc1 | 6 | 6 | -2 | -12 | -0.7 | -1 | 100 | 1 | 99
COc1cccc(NC(=O)C2C3C=CC4(O3)C2C(=O)N(CCN2CCCCC2)C4C(=O)NC2CCCCC2C)c1 (stereo unspecified) | -9 | -2 | -5 | 14 | -0.9 | -7 | 100 | -10 | 98

Taken from the entries so far, four compounds:
Molecule | CRFR2-BP antag | MEKK2mut PB1 HTS | NS3 helicase inh | FID counter | CRFBP-R2 agonist | SUMO HTRF inh | MEKK2wt PB1 HTS | GalR3 antagonist | MEKK3 PB1 HTS
COc1ccccc1C1C(C(N)=O)=C(C)Nc2ncnn21 (stereo unspecified) | 22 | -3 | 18 | 0 | 1.6 | 9 | 88 | -1 | 94
O=C1NCCC/C1=N/Nc1ccc(F)cc1 | 13 | -2 | -1 | 6 | -0.2 | 14 | 96 | -8 | 101
COc1ccc(NS(=O)(=O)c2cccc(C(=O)N3CCN(Cc4cc(OC)ccc4OC)CC3)c2)cc1 | 6 | 6 | -2 | -12 | -0.7 | -1 | 100 | 1 | 99
COc1cccc(NC(=O)C2C3C=CC4(O3)C2C(=O)N(CCN2CCCCC2)C4C(=O)NC2CCCCC2C)c1 (stereo unspecified) | -9 | -2 | -5 | 14 | -0.9 | -7 | 100 | -10 | 98

Some entries already given, reduced to SUMO HTRF inh and CRFR2-BP antag.
| smiles | SUMO HTRF inh | CRFR2-BP antag |
| --- | --- | --- |
| CCOc1c2ccc(C(=O)NCc3ccc(OC(F)(F)F)cc3)cc2nn1CC | 20 | -4 |
| Cn1nc(C(F)(F)F)c(C(=O)Nc2ccc(F)cc2F)c1Sc1cccc(C(F)(F)F)c1 | -2 | -23 |

The results go on:
Molecule | CRFR2-BP antag | MEKK2mut PB1 HTS | NS3 helicase inh | FID counter | CRFBP-R2 agonist | SUMO HTRF inh | MEKK2wt PB1 HTS | GalR3 antagonist | MEKK3 PB1 HTS
COc1ccc(Cc2nnc(NS(=O)(=O)c3ccc(NC(C)=O)cc3)s2)cc1 | -2 | -2 | 4 | -25 | 0.1 | -1 | 95 | -8 | 98
Cc1ccc(OC(C)C(=O)Nc2ccc3c(c2)n(C)c(=O)n3C)c(C)c1 (stereo unspecified) | -13 | 7 | -5 | -33 | -2.1 | 17 | 112 | -9 | 107
CCn1c(COc2ccc3c(c2)OCO3)nnc1SCC(=O)c1ccc(Cl)cc1 | -4 | 7 | -5 | -2 | -1.4 | 12 | 109 | -2 | 104
C/C=C(/C)C(=O)OC1Cc2c(ccc3ccc(=O)oc23)OC1(C)C (stereo unspecified) | 15 | 3 | x | x | -0.4 | -2 | 108 | 4 | 106
COc1ccc(C(=O)Cc2ccccc2)cc1OC | -2 | 2 | 6 | -5 | -0.9 | 4 | 100 | -11 | 102
O=C(Nc1cnc2ccccn2c1=O)c1ccc(Cl)cc1 | 2 | 2 | 0 | -4 | -0.5 | 0 | 104 | -4 | 101
O=C1C(Br)=Cc2cccc3cccc1c23 | -3 | -24 | 10 | 5 | 13 | 23 | 75 | -10 | 83
CCC(C)N(C(=O)CCC(=O)Nc1cc(C)on1)C(C(=O)NC(C)(C)C)c1ccccc1Cl (stereo unspecified) | 1 | 6 | 0 | -51 | -1.6 | 1 | 103 | -9 | 100
Cc1noc(C)c1S(=O)(=O)Nc1cccc(C(F)(F)F)c1 | -1 | 12 | 2 | -7 | -1.3 | 3 | 115 | -2 | 109
O=C1CCCN1c1ccc(S(=O)(=O)N2CCCCC2)cc1 | 11 | 6 | 3 | -7 | 1.8 | 4 | 106 | -7 | 103
CC(=O)c1cccc(NC(=O)NC2CCCCC2)c1 | 9 | 7 | -6 | -2 | -2.2 | -7 | 114 | x | 108
CCOC(=O)Cc1csc(NC(=O)CSc2nnnn2-c2ccc(C)c(C)c2)n1 | -3 | 5 | -4 | -11 | 0.9 | -28 | 95 | -7 | 99
CN(C)c1c(F)cc(C(=O)NCc2ccccc2)cc1F | 16 | 4 | -13 | -6 | -4.1 | 14 | 96 | -4 | 94
Nn1c(SCC(=O)Nc2ccc3c(c2)OCO3)nnc1-c1ccncc1 | 4 | x | 3 | -2 | -2.0 | 17 | x | 5 | x
CSc1ccc(-c2nc(CSCC(=O)NCCCN3CCOCC3)c(C)o2)cc1 | -1 | 0 | -14 | 4 | -0.3 | 17 | 97 | -2 | 96
CCn1nnnc1SCC(=O)Nc1nc(-c2cccs2)cs1 | -7 | 5 | 0 | -8 | -0.9 | -11 | 106 | -5 | 103
CCCCc1cc(=O)oc2cc(O)cc(O)c12 | -15 | -6 | 27 | 3 | 0.0 | 33 | 95 | -7 | 100
COCCCNc1nc2ccccc2nc1NS(=O)(=O)c1ccc(OC)cc1 | -10 | 11 | -1 | -34 | -2.5 | 18 | 104 | -9 | 109
CCCCc1ccc(NC(=S)NCc2ccc(OC)cc2)cc1 | -8 | -4 | -4 | -13 | -1.2 | -8 | 93 | -3 | 96
Cc1ccc(C)c(Cn2nnc3c(=O)[nH]c(C4CCCN(C(=O)c5ccco5)C4)nc32)c1 (stereo unspecified) | -5 | 1 | -12 | -41 | -0.2 | 0 | 104 | -5 | 101
NC(=O)COC(=O)c1ccccc1OCc1ccc(Cl)cc1 | -13 | -2 | 4 | -8 | -7.1 | 5 | 91 | -7 | 92
O=C(Cn1ncc2c1-c1ccccc1OC2)N1CCN(Cc2ccccc2)CC1 | 12 | -1 | 4 | -27 | 2.5 | 9 | 93 | -2 | 97
CCOCCOC(=O)COc1ccc2c(-c3ccccc3)cc(=O)oc2c1 | 19 | -2 | 1 | -23 | -1.1 | 1 | 99 | -3 | 97
O=C(c1ccc(N2CCCCC2)c([N+](=O)[O-])c1)N(Cc1ccccc1)c1ccccn1 | -6 | -8 | -9 | -26 | -0.3 | -32 | 82 | -1 | 84
Cc1cc(-c2ccccc2)[nH]c(=O)c1S(=O)(=O)c1ccccc1 | 14 | 0 | -2 | -12 | 0.3 | 16 | 82 | -7 | 92
Cc1ccc(C(=O)OCC(=O)NCc2cccs2)cc1 | -7 | 10 | 6 | -5 | -0.6 | -27 | 110 | -5 | 100
CCCCN1C(=O)CCC(C(=O)O)C1c1ccccc1 (stereo unspecified) | -6 | -17 | -2 | -2 | -0.1 | -8 | -1.0*[inhibitor] | -5 | 0.0*[inhibitor]
CCc1cccc(CC)c1NC(=O)CNCc1cccs1 | 2 | -1 | -3 | 0 | -1.2 | -6 | 99 | -7 | 101
